Screens: PubChem BioAssay, several laboratories
NPY-Y2 PAM-ag – potentiators or agonists of human neuropeptide Y receptor Y2; activation, % at 3.6 µM; cells expressing NPY-Y2, potentiator/agonist read-out; P49146; hit rate 0.45% among 220,000; AID 1359; in the data active = activation above about 27%;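 also: cells stimulated with NPY near EC25 plus isoproterenol at EC100; 0% = vehicle plus submaximal agonist and 100% = vehicle plus saturating agonist; some results beyond the cut were filed as inactive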
Target sequence (P49146 whole entry, looked up): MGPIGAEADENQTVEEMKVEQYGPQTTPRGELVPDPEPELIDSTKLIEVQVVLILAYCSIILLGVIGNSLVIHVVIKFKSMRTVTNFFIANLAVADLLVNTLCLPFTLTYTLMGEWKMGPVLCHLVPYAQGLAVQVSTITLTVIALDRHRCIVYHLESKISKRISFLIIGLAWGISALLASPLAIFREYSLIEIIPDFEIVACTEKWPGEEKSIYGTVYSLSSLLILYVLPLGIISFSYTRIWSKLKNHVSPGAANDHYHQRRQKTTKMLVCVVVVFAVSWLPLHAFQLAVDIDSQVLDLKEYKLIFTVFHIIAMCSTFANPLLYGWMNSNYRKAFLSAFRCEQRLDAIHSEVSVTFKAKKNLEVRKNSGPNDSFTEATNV
S1P4 agonist – activates the human S1P4 receptor; O95977; S1P4-expressing cell line, agonist reporter assay; activation, % at 4.98 µM; hit rate 0.35% among 220,000; in the data active = activation above about 11%;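 also: 0% = DMSO vehicle and 100% = reference agonist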
Target sequence (O95977 whole entry, looked up): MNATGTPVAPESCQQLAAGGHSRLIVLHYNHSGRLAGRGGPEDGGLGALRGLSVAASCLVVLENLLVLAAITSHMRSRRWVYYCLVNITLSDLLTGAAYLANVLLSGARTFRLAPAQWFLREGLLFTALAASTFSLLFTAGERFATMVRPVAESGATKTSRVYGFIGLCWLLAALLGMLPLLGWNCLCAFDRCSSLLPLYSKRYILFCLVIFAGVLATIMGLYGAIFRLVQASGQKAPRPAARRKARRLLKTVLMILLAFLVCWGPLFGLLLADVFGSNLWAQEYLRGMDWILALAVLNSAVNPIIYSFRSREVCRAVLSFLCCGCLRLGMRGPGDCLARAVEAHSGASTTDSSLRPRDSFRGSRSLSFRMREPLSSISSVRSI
BaF3 parental – reduces parental Ba/F3 cell viability, JAK2V617F counter-screen. CellTiter-Glo ATP luminescence. inhibition, % at 5.6 µM. hit rate 1.1% among 220,000;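 active = inhibition above a per-campaign cutoff, the mean inhibition of all tested compounds plus 3 SD, cut at about 27% in these data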;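 also: 0% = DMSO wells and 100% = JAK Inhibitor I control wells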
Ba/F3 V617F tox – lowers viability of Ba/F3 cells expressing EpoR and JAK2V617F. ATP luminescence. inhibition, % at 5.6 µM. hit rate 1.1% among 220,000;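 active = inhibition above the campaign mean plus 3 SD over all tested compounds, cut at about 24% in these data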;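 also: cytokine-independent growth of Ba/F3 cells driven by EpoR plus mutant JAK2; 0% = DMSO-treated cells and 100% = JAK inhibitor I control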
RBBP9 inhibitor – blocks human serine hydrolase RBBP9; O75884; recombinant RBBP9, FP-Rh probe fluorescence polarization; inhibition, % at 7.94 µM; hit rate 0.2% among 220,000; AID 1515;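 active = inhibition above the campaign mean of all tested compounds plus 3 SD, cut at about 14% in these data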;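 also: plate controls were DMSO wells with RBBP9 for no effect and wells lacking RBBP9 protein for full effect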
Target sequence (O75884 whole entry, looked up): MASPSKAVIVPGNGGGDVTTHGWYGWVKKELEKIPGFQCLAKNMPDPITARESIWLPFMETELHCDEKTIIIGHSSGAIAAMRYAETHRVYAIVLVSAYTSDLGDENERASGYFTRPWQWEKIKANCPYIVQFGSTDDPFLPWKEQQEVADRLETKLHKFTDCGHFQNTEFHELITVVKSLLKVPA
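Controls: DMSO-treated enzyme wells and wells lacking RBBP9 | Material: RBBP9 protein | Technique: Fluorescence polarization | Replication: Single well per compound, no replicates | Buffer or medium: Tris-NaCl-Pluronic buffer, pH 8.0 | Timing: 30 min compound preincubation, 45 min probe labeling, 25 °C | Read-out basis: Percent inhibition from mP, scaled between DMSO and no-protein wells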
NPY1 pot ag – human NPY-Y1 potentiation or agonism, primary screen | P25929 | AID 1304 | NPY-Y1 expressing cells, potentiator/agonist activation | hit rate 0.37% among 220,000 | activation, % at 3.6 µM; in the data active = activation above about 33%, passing the limit was not always enough;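 also: cells stimulated with NPY at EC10 then isoproterenol at EC100; 0% = low agonist plus stimulus and 100% = saturating agonist plus stimulus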
S1P4 antagonist – antagonists of human S1P4 receptor; S1P4-expressing cells, antagonist mode, reporter read-out; inhibition, % at 4.98 µM; hit rate 0.26% among 220,000; AID 1510; in the data active = inhibition above about 29%;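 also: 0% = wells stimulated with agonist and 100% = vehicle wells without agonist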
Runt-CBFb FRET – Runt domain-CBFb interaction inhibition | Q01196+Q13951 | Cerulean-Runt/Venus-CBFb FRET ratio 530/480, 1 h | inhibition, % at 20 µM | hit rate 0.46% among 220,000;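 active = inhibition over about 50% at 20 µM in the single-dose screen, limit read from the data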;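 also: 0% = DMSO wells and 100% = excess unlabeled CBFb competitor control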
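Assay system: Cerulean-Runt domain fusion protein, energy donor; Signal: fluorescence energy transfer, 422 nm excitation, 530/480 nm emission; Timing: 1 h compound exposure, room temperature; Control set: unlabeled CBFb; Medium: Tris buffer pH 7.5 with salts and BSA; Compound: single test concentration of 20 µM, 1% DMSO final; Probe or stimulus: Venus-CBFb 100 nM.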
NPY Y1 blocker – blocks the human neuropeptide Y Y1 receptor | hit rate 1% among 200,000 | inhibition, % at 3.6 µM | AID 1040 | HEK293-CNG Y1 cells, membrane potential fluorescence; NPY at EC95, then isoproterenol;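 active = inhibition above the campaign mean inhibition of all tested compounds plus 3 SD, cut at about 20% in these data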;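 also: 0% = DMSO wells given NPY plus isoproterenol and 100% = isoproterenol alone without NPY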
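Material: HEK293 cells co-expressing NPY Y1 receptor and cyclic-nucleotide gated channel. Timing: compound incubation 1 h at room temperature, readout 45 min post-stimulation. Signal: fluorescence, membrane potential probe.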
Active calls of the source: *; / = no result given.

SMILES	NPY-Y2 PAM-ag	S1P4 agonist	BaF3 parental	Ba/F3 V617F tox	RBBP9 inhibitor	NPY1 pot ag	S1P4 antagonist	Runt-CBFb FRET	NPY Y1 blocker
NS(=O)(=O)c1ccc(N2C(=O)C3C4CC(C(Br)C4Br)C3C2=O)cc1 (centres undefined)	7	1.3	8	3	2	5	-4	-1	-4
COc1ccccc1CNC(=O)[C@@H]1CCCN1C(=O)C1CCN(S(=O)(=O)c2ccc(C)cc2)CC1	6	-0.3	8	-3	-4	5	-11	2	-8
CCOC(=O)C1(Cc2cccc(OC)c2)CCN(Cc2ccc(C)s2)CC1	-13	-0.6	6	-1	4	-40	-8	0	10
CCN(CC)S(=O)(=O)c1ccc(C(=O)Nc2ccc(Cc3ccncc3)cc2)cc1	0	0.9	10	4	7	-18	-9	-10	5
COc1ccc2c(c1)C=CC1(O2)N(CCO)c2ccccc2C1(C)C (centres undefined)	23	1.0	3	-3	-48	-4	1	-37	2
Cc1ccc(Cl)cc1N1CCN(C(=O)COc2ccc3c(c2)CCC3)CC1	0	-0.9	1	0	-2	-2	7	-3	3
COc1ccc(S(=O)(=O)N(C)c2ccc(C(=O)N3CCOCC3)cc2)cc1OC	-15	-0.9	8	0	-8	-16	-9	-1	0
O=C(NCc1ccco1)/C(=C/C=C/c1ccccc1)NC(=O)c1ccco1	-1	-1.0	5	-3	-9	10	2	2	2
Fc1cccc2sc(Nc3nnc(-c4ccco4)o3)nc12	-24	0.9	-3	2	-13	-46	-3	11	0
O=C(NN1C(=O)/C(=C/C=C/c2ccco2)SC1=S)c1ccncc1	-7	-1.0	-2	4	6	9	11	37	/
CCOC(=O)C1CCCN(S(=O)(=O)c2ccc(OC)cc2)C1 (centres undefined)	-1	0.4	3	3	-6	6	-12	2	-4
CC(C)N(C(=O)CSc1nn2c(=O)c(C(C)(C)C)nnc2s1)c1ccccc1	16	1.1	2	-1	1	-9	-6	-4	0
Cc1ccc(NP(=O)(c2ccc(N(C)C)cc2NC(=O)c2cccs2)N2CCOCC2)cc1Cl (centres undefined)	-3	0.0	6	-1	1	16	-5	-5	16
O=C1NC(=Nc2ccccc2)S/C1=C\C=C\c1ccco1	-3	1.6	-1	-3	9	8	1	7	5
Nc1ccc2c(c1)COc1ccccc1O2	15	-0.6	3	-2	-4	4	-8	-2	-6
O=C(NCc1cccs1)c1ccc2c(c1)ncn2C1CCCC1	-6	-0.4	4	-4	10	-27	-5	2	-5
CCOc1ccc(-c2nnn(CC#N)n2)cc1OC	4	0.5	2	-2	-2	6	-15	-1	-1
O=S(=O)(NC1CCCCC1N1CCOCC1)c1ccc(Cl)cc1 (centres undefined)	-16	-0.9	3	-4	3	28	-21	0	3
S=C(Nc1cccc(Cl)c1)N1CCN(Cc2ccccc2)CC1	4	2.8	9	1	-5	-21	-15	-1	-3
FC(F)(F)c1ccccc1NC(=S)Nc1cccc(Cl)c1	9	0.7	5	1	-4	19	1	-2	0

An excerpt from above in order of molecular weight, high to low:
SMILES	NPY-Y2 PAM-ag	S1P4 agonist	BaF3 parental	Ba/F3 V617F tox	RBBP9 inhibitor	NPY1 pot ag	S1P4 antagonist	Runt-CBFb FRET	NPY Y1 blocker
CC(C)N(C(=O)CSc1nn2c(=O)c(C(C)(C)C)nnc2s1)c1ccccc1	16	1.1	2	-1	1	-9	-6	-4	0
CCOC(=O)C1(Cc2cccc(OC)c2)CCN(Cc2ccc(C)s2)CC1	-13	-0.6	6	-1	4	-40	-8	0	10
COc1ccc2c(c1)C=CC1(O2)N(CCO)c2ccccc2C1(C)C (centres undefined)	23	1.0	3	-3	-48	-4	1	-37	2

(list continues)
SMILES	NPY-Y2 PAM-ag	S1P4 agonist	BaF3 parental	Ba/F3 V617F tox	RBBP9 inhibitor	NPY1 pot ag	S1P4 antagonist	Runt-CBFb FRET	NPY Y1 blocker
CC1(C)CC(=O)C(N=Nc2c(Cl)cc(Cl)cc2Cl)=C(O)C1	6	3.5	3	-2	-2	2	-11	2	-2
O=C(Cn1cc(C(F)(F)F)cc(Cl)c1=O)Nc1ccc(N2CCOCC2)cc1	-1	2.0	1	-3	-7	1	-11	2	2
Cn1cccc1C(=O)NC(=O)COC(=O)Cc1coc2ccc3ccccc3c12	1	-1.1	-1	-2	-4	-2	1	13	4
CC(=O)Nc1ccc(Nc2c3c4c(cccc4n(C)c2=O)C(=O)c2ccccc2-3)cc1	6	1.9	6	-1	1	6	-17	-19	7
COc1ccc(Nc2cccc(Cl)c2)c(C(=O)O)c1	-7	2.0	6	0	4	11	-39	4	5
CCCCCn1ccc(=N)cc1	-7	-3.4	62*	67*	-5	6	-15	-11	-1
Cc1nnn(C23CC4CC(CC(CC(=O)Nc5cccc(F)c5)(C4)C2)C3)n1	-26	-0.3	7	5	-13	-8	3	-3	4
Cc1ccc(OCc2nc(-c3ccc(-n4cccc4)cc3)no2)cc1C	19	2.4	2	-2	5	-2	-17	3	0
CCOC(=O)N1CCN(CC(O)COCc2ccccc2)CC1 (centres undefined)	5	-0.9	1	1	-5	6	-17	0	4
C/C(=N\n1cnnc1)c1ccccc1	7	1.9	-2	-4	-5	14	-5	1	-2
CCOC(=O)c1ccc(NC(=O)CSc2n[nH]c(-c3ccncc3)n2)cc1	1	0.0	6	-1	11	-22	-42	2	3
COc1cc2cc(C(c3nnnn3C(C)(C)C)N3CCc4ccccc4C3)c(=O)[nH]c2cc1OC (centres undefined)	4	0.7	6	-1	-4	19	8	18	-8
COCc1cc(C)n(CC(=O)Nc2c(C)cccc2C)c(=O)c1C#N	2	1.3	4	0	-12	16	3	0	0
COc1ccc(CCn2c(C(C)C)nc3oc4ccccc4c(=O)c3c2=O)cc1	-2	0.3	1	0	1	0	-10	2	/
CCOc1ccc(CN(C)CC(=O)NNC(=O)c2ccc(Cl)cc2)cc1OC	0	1.8	4	3	-9	-1	-12	1	2
CCCCOC(=O)C1=C(C)Nc2nnnn2C1c1ccc(OC)c(OC)c1OC (centres undefined)	-8	-0.6	1	-3	-1	4	-19	-2	0
O=C(Nc1ccccc1C(=O)N/N=C/c1ccncc1)c1ccccc1	-10	0.1	16	12	0	11	-28	-2	1
CC(=O)Nc1cc[n+](C(C)C(=O)c2ccc(Br)cc2)cc1 (centres undefined)	-4	-1.6	37*	40*	-13	-22	6	-2	2
COc1ccc(C(=O)n2nc(C#N)c(C#N)c2N)cc1	3	-1.3	-7	1	-7	-14	16	1	/
Cc1ccc(C#N)c(SCc2ccccc2[N+](=O)[O-])n1	-4	1.6	6	3	-9	-5	-14	-1	10
CCN(CC)C(C(=O)Nc1ccc2c(c1)OCO2)c1ccccc1 (centres undefined)	-12	0.8	6	-1	-5	-30	4	-3	3
COc1cccc(OC(C)c2ccnc3nc(/N=C/N(C)C)nn23)c1 (centres undefined)	-8	-0.9	-2	0	-7	2	4	3	-3
Cc1cccc(NC(=O)CC2S/C(=N/c3nccs3)N(C)C2=O)c1 (centres undefined)	-4	0.8	4	1	-5	-10	-6	2	-3
Cc1ccc(-c2nnc3ccc(SC(C)C(=O)O)nn23)cc1 (centres undefined)	0	1.1	4	-1	-5	-8	-5	6	2
O=C(NC12CC3CC(CC(C3)C1)C2)c1ccc(S(=O)(=O)N2CCOCC2)cc1	5	-0.1	1	4	-6	-6	-12	-9	-2
CC(C)(C)Nc1c(-c2ccc(O)cc2)nc2ccc(Cl)cn12	-5	0.3	4	1	-2	-18	9	/	3
CC(=O)Nc1ccccc1NC(=O)c1cccc2ccccc12	3	0.0	-2	-5	0	4	-22	-1	3
Cc1ccc(S(=O)(=O)c2cc3ccccc3nc2N)cc1	-13	1.9	5	-3	-16	-2	-18	6	2
Cc1ccc(C(=O)Oc2ccccc2N2CCOCC2)cc1	-36	1.8	0	-2	4	-5	-6	1	/
CC(C)CC(C(=O)NCC1CCCO1)N(C(=O)Cn1nnc(-c2ccc(F)cc2)n1)c1cccc(C(F)(F)F)c1 (centres undefined)	3	-1.6	2	-2	-3	7	-2	-14	8
COc1ccc(C2NC(=O)C(C#N)=C(S)N2c2cccc(C)c2)cc1OC (centres undefined)	-11	15*	7	1	-1	0	-12	6	10
COc1ccc(OC)c(-c2cc(-c3cccnc3)nc(N)c2C#N)c1	-9	1.4	45*	84*	9	16	-8	-1	/
CC(C)(C)c1ccc(C(=O)/C(C#N)=C/c2cccs2)cc1	-3	0.6	-3	-2	-6	-1	12	4	/
NC(=O)c1cnn2c(-c3cccc(C(F)(F)F)c3)ccnc12	-8	0.3	-1	-1	2	10	6	3	/
O=C(Nc1cc(Cl)ccc1Cl)c1ccc(OC(=O)c2ccco2)cc1	7	3.6	7	2	-2	-25	0	1	2
O=C(Nc1ccccc1)N(Cc1ccc(Cl)cc1)CC(O)C(F)(F)F (centres undefined)	6	0.0	3	3	-7	1	6	0	2
O=C(c1ccc(F)cc1)n1c(=S)nc2ccccn21	4	0.5	4	-3	-5	-5	-9	6	/
COc1ccc(C2(C)NC(=O)N(CC(=O)NCCC3=CCCCC3)C2=O)cc1OC (centres undefined)	6	1.8	5	0	-6	-13	3	-1	3
Cc1cc(C)cc(OCCCC(=O)O)c1	-8	-3.0	-2	-5	2	-17	-18	2	1
Cc1ccc(C)c(CN2CCCNC2=O)c1	16	2.6	2	0	-9	-1	-13	/	8
N/C(CC(=O)NC1CCCCC1)=N\OCC(=O)Nc1ccc(Cl)c(Cl)c1	-11	-0.8	-6	-1	3	20	-18	0	/
CCc1ccc(C(=O)N2CCCC2)s1	-6	0.4	0	-4	4	1	-7	0	2
COc1ccc(-c2cc(C(=O)Nc3ccccc3N3CCOCC3)c3ccccc3n2)cc1OC	-40	-0.1	2	1	-2	-41	4	-8	30*
CCOC(=O)Nc1ccc2c(c1)N(C(=O)CCN1CCOCC1)c1ccccc1S2=O (centres undefined)	7	-1.4	4	41*	-7	8	20	0	6
Cc1c(NC(=O)C(=O)/C=C(/O)c2ccccc2)c(=O)n(-c2ccccc2)n1C	7	5.3	0	-1	2	1	-3	1	-1
CCCCn1c(SCC(N)=O)nnc1-c1cc(OC)c(OC)c(OC)c1	8	1.1	5	0	-3	1	-21	3	-3
O=C(Nc1ccc2c(c1)OCCO2)C1CCCN1S(=O)(=O)c1cccc2cccnc12 (centres undefined)	7	1.2	-1	-4	-5	4	-12	0	0
CC(C)(C)CC(=O)O/N=C(\N)c1ccccn1	-4	1.6	4	0	-9	15	-4	1	5
COc1c(Cl)cc(-c2noc(C)c2C(=O)NCc2ccccc2)cc1Cl	-16	-2.1	3	1	-5	-20	-21	1	0
O=C1Nc2ccccc2C12Nc1ccccc1-c1nc3ccccc3n12 (centres undefined)	19	3.0	4	0	4	-11	10	-1	-1
CC1=CC(=NOC(=O)/C=C/c2ccccc2)C=C(C)C1=O	3	2.4	3	0	17*	-6	-15	-3	4
